# Source: PubChem
# All columns: NCI-60 one-dose screen, growth in % after 48 h at 10 µM unless noted; 100 = growth as untreated, 0 = no growth, -100 = all killed.
# UACC-257 = UACC-257 melanoma; hit rate 4.4% among 78,000; AID 1794764
# LOX IMVI = LOX IMVI melanoma. hit rate 7.4% among 79,000. AID 1794757
# BT-549 = BT-549 breast cancer | AID 1794793 | hit rate 4.4% among 78,000
# MALME-3M = MALME-3M melanoma; AID 1794766; hit rate 5.8% among 78,000
# SK-MEL-2 = SK-MEL-2 melanoma; AID 1794763; hit rate 4.7% among 77,000
# UACC-62 = UACC-62 melanoma. hit rate 5.4% among 81,000
# HS 578T = HS 578T breast cancer. hit rate 4.1% among 78,000
# T-47D = T-47D breast cancer | hit rate 5% among 79,000 | AID 1794792
# An asterisk follows results filed as active; . = no result given; [ ] = another dose, or the depositor's remark. Rule for the calls: active = growth percent below 10; inactive = the rest.
SMILES	UACC-257	LOX IMVI	BT-549	MALME-3M	SK-MEL-2	UACC-62	HS 578T	T-47D
CN(C)CCCn1c(=O)c2ccccc2c2cnc3[nH]ccc3c21	-21*	1.3*	34	-25*	-8.4*	-20*	25	-11*
COc1cc(C=C2C(=O)N(C)C(=O)N(C)C2=O)cc(CN2CCCC2)c1O	104	101	100	98	109	97	100	96
CCn1cnc2c1c(=O)[nH]c(=O)n2CC1CCC(CNS(=O)(=O)c2ccc(OC3CCOCC3)c(F)c2)CC1 (configuration not stated)	60	38	73	58	75	24	16	20
CCCCN(CCCC)C(=N)/C=C/c1ccccc1	64	89	91	86	76	.	93	65
COc1cccc(-c2nc3cnccn3c2NCCN2CCOCC2)c1	86	97	99	104	104	94	102	.
CC(C)CCC[C@@H](C)[C@H]1CC[C@H]2[C@@H]3CC[C@@]45O[C@@H]4C(=O)CC[C@]5(C)[C@H]3CC[C@]12C	102	103	105	.	101	105	110	99
O=C1OCC2=C1C(c1ccc3c(c1)OCO3)CC(=O)N2c1cccc(Cl)c1 (configuration not stated)	104	98	126	88	103	102	94	103
CC1(C)CC[C@]23CC[C@]4(C)[C@H](CC[C@@H]5[C@@]6(C)C/C(=C/c7cccnc7)C(=O)C(C)(C)[C@@H]6CC[C@]54C)[C@H]2[C@H]1OC3=O	32[100 µM]	29[100 µM]	32[100 µM]	31[100 µM]	28[100 µM]	28[100 µM]	55[100 µM]	23[100 µM]

# Next section:
SMILES	UACC-257	LOX IMVI	BT-549	MALME-3M	SK-MEL-2	UACC-62	HS 578T	T-47D
CCOc1ccc2nc(N(Cc3ccc(C(C)C)cc3)C(=O)CC)sc2c1	95	94	95	80	99	79	101	.
O=Cc1ncc(-c2ccc(C(F)(F)F)cc2)c(NCCCC(F)(F)C(F)(F)C(F)(F)C(F)(F)C(F)(F)C(F)(F)C(F)(F)C(F)(F)F)n1	112	90	96	92	.	110	106	95
CC1=C2[C@@H](CC1)[C@]1(C)O[C@@](c3ccccc3)(C[C@H]1OC(=O)CO)[C@H]2OC(=O)/C=C/c1ccccc1	103	82	1.0*	89	92	79	-10*	65
CC1(C)CC[C@]2(C(=O)O)CC[C@]3(C)C(=CCC4[C@@]5(C)C[C@@H](O)[C@@H]6OC(c7ccccc7F)OC[C@@]6(C)C5CC[C@]43C)C2C1 (some centres not stated)	24	-1.6*	-16*	29	-15*	0.2*	22	21
Nc1nonc1-c1nc2ccccc2[nH]1	99	106	103	116	113	100	105	105
Cc1ccc(OS(=O)(=O)c2ccccc2)cc1	105	99	94	91	111	94	90	106
Cc1ccc(-c2nc(SCC(=O)c3ccc(F)cc3)[nH]c(=O)c2C#N)cc1	105	97	98	102	100	96	105	94
CC(C)(C)n1cc(-c2ccnc(NCCCNS(=O)(=O)c3cccc4ccccc34)c2)c(-c2cccc(O)c2)n1	-24*	-45*	40	-19*	30	51	37	7.4*

# Next part
SMILES	UACC-257	LOX IMVI	BT-549	MALME-3M	SK-MEL-2	UACC-62	HS 578T	T-47D
NC(=S)N/N=C/c1ccc(OC(=O)COc2ccccc2)cn1	91	19	41	52	69	14	116	42
CC1CN(C2CCCCC2)C(=S)N(c2ccccc2)C1=O (configuration not stated)	109	105	108	119	122	105	109	103
O=S(=O)(NCCCNc1nccc(-c2[nH]c(-c3ccccc3)nc2-c2ccc(Cl)c(O)c2)n1)c1ccc(Br)cc1	17	22	40	2.6*	-22*	13	63	30
Cc1cc(=O)oc2cc(OCCCOc3ccc(/C=C/C(=O)Nc4ccccc4Cl)cc3)ccc12	103	103	105	97	107	98	102	98
O=C(C[n+]1cccc2ccccc21)c1cccs1	105	91	.	92	92	102	111	100
CCOC(=O)n1cc(-c2nonc2-c2cn(C(=O)OCC)c3ccc(OC)cc23)c2cc(Br)ccc21	101	73	101	88	96	64	83	88
CC(=O)n1cc(C=O)c2ccccc21	95	94	96	102	98	94	104	99
Cc1ccc(Cl)cc1NC(=O)OC(C)C	107	108	96	96	113	98	111	94

# (next part)
SMILES	UACC-257	LOX IMVI	BT-549	MALME-3M	SK-MEL-2	UACC-62	HS 578T	T-47D
CCOC(=O)c1c(C)n2c(=O)cc(C)c3c(OC(C)=O)c(OC(C)=O)cc1c32	108	42	80	75	87	76	91	53
CCCCCCCN(CCCCCCC)CC(O)c1ccc2cc(Cl)c3ccccc3c2c1 (configuration not stated)	99	88	113	99	99	90	100	90
CC(=O)c1cccc(OC(=O)c2ccccc2)c1	101	87	120	110	89	91	105	102
CC1(C)CC(=O)c2cnc(Nc3ccc(S(N)(=O)=O)cc3)nc2C1	100	101	107	118	113	90	96	105
O=C(CN1N=C(c2ccccc2)CCC1=O)Nc1nccs1	88	101	101	100	102	94	100	84
CN(C)c1ccccc1CCO	103	109	95	118	85	98	118	92
Nc1ncnc2c1ncn2C1OCC(O)C1O (configuration not stated)	90	94	86	92	109	99	84	97
Nn1c(N/N=C/c2ccc3[nH]ncc3c2)n[nH]c1=S	105	99	102	99	101	93	105	101

# Next compounds
SMILES	UACC-257	LOX IMVI	BT-549	MALME-3M	SK-MEL-2	UACC-62	HS 578T	T-47D
O=C1Cc2cccc(=O)c(O)c2C(=O)O1	100	99	105	106	104	101	109	114
Cc1ccc(S(N)(=O)=O)cc1C	92	101	101	91	96	99	91	83
O=CC(F)(F)F	104	95	111	109	118	111	106	104
O=S(=O)(O)C1CC2NC3C4CCCC(S(=O)(=O)O)C4C(Nc4ccccc4)CC3N(c3ccccc3)C2CC1Nc1ccccc1 (configuration not stated)	107	104	116	108	117	110	104	100
O=C(/C=C/c1ccc[nH]1)c1ccc(-n2ccc(C(F)(F)F)n2)cc1	97	97	-45*	86	95	90	100	95
O=C(OCc1ccc2c(Cl)cc(Cl)c(O)c2n1)N1CCN(C(=O)c2cc3ccccc3[nH]2)CC1	25	25	51	37	27	-2.6*	43	23
COc1cc(NCCCN=C(N)NC(N)=NC(C)C)c2ncccc2c1	45	81	65	-24*	16	90	.	-2.8*
CC(C)c1cc(C(C)C)c(S(=O)(=O)Oc2ccc(NC(=O)C3CCCCCCC3)cc2)c(C(C)C)c1	71	73	85	103	97	75	90	47

# Retrieved by compound from the list above, 4 records:
SMILES	UACC-257	LOX IMVI	BT-549	MALME-3M	SK-MEL-2	UACC-62	HS 578T	T-47D
CN(C)CCCn1c(=O)c2ccccc2c2cnc3[nH]ccc3c21	-21*	1.3*	34	-25*	-8.4*	-20*	25	-11*
O=C(/C=C/c1ccc[nH]1)c1ccc(-n2ccc(C(F)(F)F)n2)cc1	97	97	-45*	86	95	90	100	95
Nc1ncnc2c1ncn2C1OCC(O)C1O (configuration not stated)	90	94	86	92	109	99	84	97
CC(=O)n1cc(C=O)c2ccccc21	95	94	96	102	98	94	104	99

# Other compounds:
SMILES	UACC-257	LOX IMVI	BT-549	MALME-3M	SK-MEL-2	UACC-62	HS 578T	T-47D
Nc1cc2c(cc1Br)-c1ccc(F)cc1C2=O	108	.	117	.	91	92	109	86
CCN(CC)CCOc1ccc(-c2c(-c3ccccc3)c(=O)oc3ccccc23)cc1	86	81	69	87	82	83	71	47
COc1ccc2sc3c(NCCO)nc4ccccc4c3c(=O)c2c1	109	88	100	104	107	94	95	89
COc1cc(CNCCCN2C(=O)c3ccc4c5c(ccc(c35)C2=O)C(=O)N(CCCNCc2cc(OC)c(OC)c(OC)c2)C4=O)cc(OC)c1OC	-93*	-86*	.	-87*	-72*	-90*	-34*	-57*
CC1(C(=O)O)CCC(N)(C(=O)O)C1(C)C (configuration not stated)	121	109	.	113	110	107	127	98
CC1=C(C(=O)OC(C)C)C(c2cccc(O)c2)NC(=S)N1 (configuration not stated)	93	.	127	93	111	91	.	94
CCC1(c2ccccc2)NC(=O)N(C)C1=O (configuration not stated)	110	105	122	110	93	93	99	105
COc1ccc(C2OCC(C)(C)C(C(C)C)O2)cc1 (configuration not stated)	.	94	102	91	100	.	116	109

# Overlap with the part before: 4 compounds, followed by the next part.
SMILES	UACC-257	LOX IMVI	BT-549	MALME-3M	SK-MEL-2	UACC-62	HS 578T	T-47D
CC1(C(=O)O)CCC(N)(C(=O)O)C1(C)C (configuration not stated)	121	109	.	113	110	107	127	98
CC1=C(C(=O)OC(C)C)C(c2cccc(O)c2)NC(=S)N1 (configuration not stated)	93	.	127	93	111	91	.	94
CCC1(c2ccccc2)NC(=O)N(C)C1=O (configuration not stated)	110	105	122	110	93	93	99	105
COc1ccc(C2OCC(C)(C)C(C(C)C)O2)cc1 (configuration not stated)	.	94	102	91	100	.	116	109
CC(C)(CO)NCc1ccc(Cl)cc1	98	107	108	108	105	112	130	95
Cc1ccc(C(NC(=O)c2ccccc2)c2ccc3cccnc3c2O)cc1 (configuration not stated)	.	11	25	20	19	-8.4*	70	25
O=C1C2=C(C(=O)c3c(O)ccc(O)c31)N(c1ccc(N3CCOCC3)nc1)Cc1ccccc1O2	-92*	-67*	-78*	-92*	-42*	-67*	27	-41*
CCN(CC)CCOC(=O)c1cc(Cl)cc(-c2ccccc2)c1O	105	98	105	107	110	95	107	105
N#CCCCCCn1c2ccccc2c2c3[nH]c(=O)[nH]c(=O)c3c3c4ccccc4n(CCCCCC#N)c3c21	.	32	32	34	78	.	52	23
CC(C)(C)n1cc(-c2ccnc(NCCNS(=O)(=O)c3cccc4ccccc34)c2)c(-c2ccccc2)n1	93	73	81	104	106	78	101	34
O=C1C(=O)N(c2ccc(C(=O)O)cc2)C(c2ccccc2)/C1=C(/O)c1ccccc1 (configuration not stated)	93	93	97	124	86	119	107	96
CCOC(=O)c1cn2c3c(cc(C)cc3c1=O)C(=O)/C(=C/c1ccc(C(F)(F)F)cc1)C2	89	100	93	131	94	65	97	80

# Entries of single compounds, quoted from the list. Values in the order: UACC-257 | LOX IMVI | BT-549 | MALME-3M | SK-MEL-2 | UACC-62 | HS 578T | T-47D
# `O=C1Cc2cccc(=O)c(O)c2C(=O)O1` is listed with 100 | 99 | 105 | 106 | 104 | 101 | 109 | 114
# `CCCCCCCN(CCCCCCC)CC(O)c1ccc2cc(Cl)c3ccccc3c2c1` (configuration not stated) is listed with 99 | 88 | 113 | 99 | 99 | 90 | 100 | 90

# Other entries follow:
SMILES	UACC-257	LOX IMVI	BT-549	MALME-3M	SK-MEL-2	UACC-62	HS 578T	T-47D
CC(C)(C)n1nc(C2CC2)c(Br)c1NC(=O)c1ccccc1Cl	.	103	114	130	116	79	123	102
CCC(=O)N1C/C(=C/c2ccc(Br)cc2)C(=O)/C(=C/c2ccc(Br)cc2)C1	-46*	-88*	-48*	-68*	-34*	-80*	9.3*	13
O=C(Cn1cc(-c2ccccc2)nn1)Nc1nc(-c2ccc(F)cc2)cs1	94	95	103	83	110	83	114	88
c1ccc(-n2c(SCCc3c[nH]c4ccccc34)nnc2-c2ccncc2)cc1	98	100	122	94	103	85	114	93

# Compounds as they come; about 11% have a hit in one of these screens.
